Glioma ERSR ind: induces the endoplasmic reticulum stress response in human glioma cells; U87-MG GRP78 promoter luciferase reporter, 16 h; Potency, µM, without a hit: top-dose activation, actives largely listed as activators; hit rate 0.02% among 420,000; also: potency is read from the fitted curve at half-maximal effect; series mostly up to about 76 µM; % of control where 0% means no effect; nearly all actives have a fitted effect of over 35% in size
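ERSR induction read as luciferase luminescence (Bright-Glo, 10 min at room temperature) in stably transfected human U87-MG glioma cells exposed to compounds for 16 h, using GRP78 as sensor.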
LDHA block: LDHA (human) enzyme inhibition | purified LDHA, NADH/diaphorase-resazurin fluorescence; stronger effect = lower value | activity change, % (values are at about 110 or 230 µM) | hit rate 0.15% among 480,000; in the data active = activity change below about -30%; inconclusive = mostly about -25% to -30%;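 also: plate controls were DMSO wells for no effect and wells without enzyme for full effect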
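Human LDH5 (2 nM) was incubated with 0.06 mM NADH and 0.2 mM pyruvate for 5 min at room temperature in Tris pH 7.4. Remaining NADH was coupled through diaphorase/resazurin, and resorufin fluorescence was read at 0 and 20 min.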
Vif-APOBEC3F blk: inhibitors of Vif-A3F interaction; HeLa A3F-eYFP + Vif (tagged APOBEC3F with the HIV-1 protein that degrades it), YFP fluorescence increase; Potency, µM (top dose mostly 46.1 µM), without a hit: at the top dose activity, negative = active; hit rate 0.2% among 390,000; also: potency is read from the fitted curve at half-maximal effect; % of control where 0% means no effect; nearly all actives have a fitted effect of over 65% in size
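HeLa cells stably expressing Vif plus C-terminally eYFP-tagged A3F were seeded, incubated overnight at 37 deg C, dosed with compound, incubated overnight again at 37 deg C. Yellow fluorescence (Ex 488/Em 500-530) reported blocked Vif-mediated A3F-eYFP degradation.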
mIDH1 inhibitor: human IDH1 R132H inhibition | AID 602179 | IDH1-R132H enzyme, NADPH consumption, diaphorase/resazurin fluorescence | Potency, µM (series often up to 76.6 µM), for the others: at the top dose activity change, negative = inhibition, most hits filed as inhibitors | hit rate 0.093% among 390,000 | O75874; also: potency is read from the fitted curve at half-maximal effect; % is scaled to controls: 0 for no effect and ±100 for the full control effect; nearly all actives have a fitted effect of over 65% in size
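IDH1-R132H (0.5 ug/mL dispensed) in pH 7.5 Tris buffer was preincubated 30 min with compound, then given a substrate mix of 0.016 mM NADPH and 2 mM alpha-KG for 80 min at room temperature; remaining NADPH was read by diaphorase/resazurin fluorescence.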
TrxR1 inh: inhibitors of rat thioredoxin reductase 1 | hit rate 1% among 390,000 | AID 588453 | recombinant rTrxR1, NADPH fluorescence consumption, selenite substrate | Potency, µM (top dose mostly 114 µM), without a hit: top-dose activity change, negative = inhibition, usual class: inhibitors | O89049; also: potency is read from the fitted curve at half-maximal effect; % is scaled to controls: 0 for no effect and ±100 for the full control effect; nearly all actives have a fitted effect of over 65% in size
Target sequence (O89049 whole entry, looked up): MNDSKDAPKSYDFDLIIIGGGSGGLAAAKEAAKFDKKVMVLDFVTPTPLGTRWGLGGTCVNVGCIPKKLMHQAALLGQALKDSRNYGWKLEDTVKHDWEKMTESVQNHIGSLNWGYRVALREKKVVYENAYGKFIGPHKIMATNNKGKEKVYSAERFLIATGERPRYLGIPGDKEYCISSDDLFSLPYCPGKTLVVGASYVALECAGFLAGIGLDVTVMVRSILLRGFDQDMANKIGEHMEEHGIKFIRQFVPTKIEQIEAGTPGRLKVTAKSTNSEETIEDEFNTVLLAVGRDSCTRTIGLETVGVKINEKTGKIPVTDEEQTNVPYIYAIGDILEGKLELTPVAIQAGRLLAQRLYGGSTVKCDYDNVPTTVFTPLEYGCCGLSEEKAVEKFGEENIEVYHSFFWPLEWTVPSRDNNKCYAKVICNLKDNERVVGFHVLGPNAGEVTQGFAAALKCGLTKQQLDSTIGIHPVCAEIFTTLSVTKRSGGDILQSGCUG
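Rat TrxR1 (90 nM in the dispensed reagent) was pre-reduced with 400 uM NADPH for 5 min at room temperature, then incubated with compound for 15 min. After 400 uM selenite was added, NADPH fluorescence (Ex 340/Em 450 nm) was followed for 8 min.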
USP1-UAF1 inh: USP1/UAF1 (human) deubiquitinase inhibition; O94782; recombinant USP1/UAF1, Ub-Rhodamine cleavage fluorescence; Potency, µM (highest dose often 57.1 µM), for inactives: top-dose activity change, negative = inhibition, hits mostly inhibitors; hit rate 0.23% among 390,000; also: potency is read from the fitted curve at half-maximal effect; % is scaled to controls: 0 for no effect and ±100 for the full control effect; nearly all actives have a fitted effect of over 60% in size; inactives centre near -12
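High-throughput fluorogenic screen: 1nM USP1/UAF1 complex, Ub-Rho substrate 150nM final, 50mM HEPES pH 7.8 with 0.5mM EDTA, 0.1 mg/ml BSA, 1mM TCEP and 0.01% Tween-20.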
Vif-A3G inh: Vif-A3G binding inhibition | Potency, µM (series often up to 46.1 µM), without a hit: at the highest dose activity, negative = active, hits mostly inhibitors | HeLa A3G-eYFP + Vif (tagged APOBEC3G with the HIV-1 protein that degrades it), YFP fluorescence, overnight | Q9HC16 | hit rate 0.076% among 410,000;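 also: potency is read from the fitted curve at half-maximal effect; % is scaled to controls: 0 for no effect and ±100 for the full control effect; nearly all actives have a fitted effect of over 60% in size; hits raise eYFP signal because A3G escapes Vif-driven loss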
Target sequence (Q9HC16 whole entry, looked up): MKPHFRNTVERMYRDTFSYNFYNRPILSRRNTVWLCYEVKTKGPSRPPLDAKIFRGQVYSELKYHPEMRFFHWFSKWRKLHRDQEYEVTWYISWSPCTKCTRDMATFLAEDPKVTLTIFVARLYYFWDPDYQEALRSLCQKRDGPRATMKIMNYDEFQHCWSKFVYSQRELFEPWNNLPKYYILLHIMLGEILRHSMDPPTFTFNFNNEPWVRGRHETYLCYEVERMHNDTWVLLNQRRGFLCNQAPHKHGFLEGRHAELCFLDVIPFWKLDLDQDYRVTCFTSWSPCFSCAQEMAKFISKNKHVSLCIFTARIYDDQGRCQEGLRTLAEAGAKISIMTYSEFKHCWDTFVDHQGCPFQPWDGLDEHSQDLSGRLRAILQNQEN
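Read-out is eYFP fluorescence (Ex 488/Em 500-530) from Vif-expressing HeLa A3G-eYFP cells; more signal means A3G escaped Vif-mediated degradation. Cells plated overnight, compound pinned in, incubated overnight at 37 deg C.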
TrxR1 substrate: is turned over as a substrate by rat TrxR1; Potency, µM (titrated, usually from 114 µM), for the others: at the highest dose activity change, negative = substrate turnover; O89049; purified TrxR1 substrate turnover, NADPH consumption readout; hit rate 0.01% among 390,000; AID 588456; also: potency is read from the fitted curve at half-maximal effect; % is scaled to controls: 0 for no effect and ±100 for the full control effect; nearly all actives have a fitted effect of over 50% in size
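Rat TrxR1, dispensed at 90 nM, was prereduced with 400 uM NADPH (final) for 5 min at ~22 deg C, then incubated with compound 15 min before 400 uM selenite. A first-read NADPH fluorescence drop versus no-compound background flagged substrates.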
RGS4 inh: inhibitors of human regulator of G protein signaling 4; P49798; Transcreener GDP fluorescence polarization, RGS4-accelerated GTP hydrolysis; Potency, µM (series often up to 114 µM), for inactives: top-dose activity change, negative = inhibition, actives largely listed as inhibitors; hit rate 0.039% among 390,000; AID 504845; also: potency is read from the fitted curve at half-maximal effect; % is scaled to controls: 0 for no effect and ±100 for the full control effect; nearly all actives have a fitted effect of over 75% in size; some results filed as inactive show a strong effect at the top dose
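MLSMR compounds (23 nl, pin-transferred) preincubated 10 min at room temperature with a 500nM (2x) first reagent, then RGS4 at 900nM (2x) plus Transcreener GDP mix added; fluorescence polarization (620/688 nm) read before and after 90 min at 30 °C.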
Starred values were filed as active, the others as inactive; ? = inconclusive; nt = not tested or not shown; [ ] = remark or other dose. Unless noted, calls follow the shape of the dose curve; as a rule, active = well fitted curve in the direction sought with a large enough effect; inconclusive = small, poorly fitted or top-dose-only effect, or another doubt; inactive = no such curve, though single readings can be large; an effect the other way counts as inactive or inconclusive. This is a subset; the hit share may differ from the screen's.

The line under a structure holds: Glioma ERSR ind | LDHA block | Vif-APOBEC3F blk | mIDH1 inhibitor | TrxR1 inh | USP1-UAF1 inh | Vif-A3G inh | TrxR1 substrate | RGS4 inh
CC(=O)N1CCN(C(=S)NC(=O)c2ccc(F)cc2)CC1
→ -4% | -2 | -13% | 0% | 1%[57.1 µM] | 0% | 2% | 7%[57.1 µM] | 31%
Oc1ccccc1C=NCC(O)c1ccccc1 (stereo unspecified)
→ -4% | -4 | 6% | 6% | -11% | -5% | 0% | -10% | -24%
NC(=O)COC(=O)c1ccccc1Nc1ccc(SC(F)F)cc1
→ 4% | 2 | 6% | 3% | 36%[57.1 µM] | -7% | -10% | 6%[57.1 µM] | 4%
O=C(CCC(=O)c1ccc(F)cc1)NCC1(N2CCCCC2)CCCCC1
→ -3% | -1 | -12% | 2% | 9% | -1% | -1% | -2% | 30%
CNC(=O)CSc1nnc(-c2cccnc2)n1CCc1ccccc1
→ -6% | 1 | 0% | -2% | -8% | 0% | -1% | -12% | 8%
Cc1ccc(N2CC(C(=O)Nc3nnc(SCC(=O)NCC4CCCO4)s3)CC2=O)cc1 (stereo unspecified)
→ -1% | -12 | -3% | 9% | 15% | ? | -4% | 2% | -17%
COc1ccccc1N1CCN(C(=O)c2ccc3noc(-c4ccccc4)c3c2)CC1
→ -5% | 1 | -3% | 12% | nt | ? | 5% | nt | nt
COc1cc(C(=O)N/C(=C\c2cn(C)c3ccccc23)C(=O)NCCN2CCOCC2)cc(OC)c1OC
→ -2% | 12 | 0% | -19% | -18% | -3% | -1% | -16% | 11%
COc1ccc(-c2nn(C)c3sc(C(=O)Nc4cccc(F)c4)cc23)cc1OC
→ -2% | -1 | 0% | 19% | 54%[activator][57.1 µM] | -7% | 3% | 44%[activator][57.1 µM] | 23%
COC(=O)c1ccc(N2C(=O)CC(N3CCN(c4ccccc4)CC3)C2=O)cc1 (stereo unspecified)
→ -3% | -4 | nt | 1% | -18% | -11% | 3% | -6% | 2%
CCCCn1c(SCC(=O)N(CC)C2CCS(=O)(=O)C2)nc2cc(S(N)(=O)=O)ccc21 (stereo unspecified)
→ -3% | -3 | -2% | -3% | 22%[57.1 µM] | -21% | -1% | 4%[57.1 µM] | 14%
Cc1cc(Cl)c(OCCCSc2nc(C)cc(=O)[nH]2)c(Br)c1
→ -2% | -13 | -5% | 0% | 10% | -9% | 1% | 1% | 37%
COc1ccc(-c2nc(Cn3c(SCc4ccccc4F)nc4ccncc43)c(C)o2)cc1
→ -6% | -3 | -7% | 4% | -21%[57.1 µM] | -13% | -1% | -5%[57.1 µM] | -30%
COC(=O)c1c(NC(NC(=O)C(C)C)C(Cl)(Cl)Cl)sc2c1CCCC2 (stereo unspecified)
→ -7% | 0 | -2% | 8% | 30% | -23% | 0% | 6% | -8%
CCOC(=O)C1CCN(C(=O)CCS(=O)(=O)c2cc3c(cc2Cl)NC(=O)CO3)CC1
→ 6% | -2 | -2% | -6% | 23% | -23% | 4% | -2% | 12%
CN1CCN(C(=O)C2=C[C@@H](C3CCCCC3)C[C@@H](OCCCCO)O2)CC1
→ -3% | -5 | 2% | 0%[38.3 µM] | -28% | ? | -5% | -3% | -7%
CC1=C(C)C(OCCBr)N(c2cc(O)c(Cl)cc2F)C1=O (stereo unspecified)
→ -4% | 0 | 5% | -3% | -9% | -11% | -7% | -4% | -8%
Cc1c(Cl)ccc2c(C(=O)NCCCn3nccc3C)cc(-c3ccccn3)nc12
→ -5% | -10 | -18% | -1% | 8% | -12% | 0% | 5% | 4%
Cc1ccc(NC(=O)c2oc3ccc(S(=O)(=O)N4CCOCC4)cc3c2C)cc1C
→ -3% | -11 | -6% | -2% | 5% | -7% | 2% | 38%[activator] | 13%
COc1ccc(OC)c(C(=O)NC(CC(N)=O)c2ccc(NCCOc3ccccc3)c([N+](=O)[O-])c2)c1 (stereo unspecified)
→ -1% | -2 | -1% | -1% | 35% | -9% | 0% | 23% | 8%

(next part)
The line under a structure holds: Glioma ERSR ind | LDHA block | Vif-APOBEC3F blk | mIDH1 inhibitor | TrxR1 inh | USP1-UAF1 inh | Vif-A3G inh | TrxR1 substrate | RGS4 inh
CC1CCN(S(=O)(=O)c2ccc(C(=O)NC3CCS(=O)(=O)C3)cc2)CC1 (stereo unspecified)
→ -4% | -3 | -1% | 0% | 1%[57.1 µM] | -9% | 0% | 1%[57.1 µM] | 13%
Cc1ccc(S(=O)(=O)N(C)Cc2nc(-c3ccncc3)no2)cc1
→ -9% | 0 | 3% | 6% | 14% | -24% | 2% | 4% | 2%
Cc1cc(=O)oc2cc(OCC(=O)NCC3CCC(C(=O)O)CC3)ccc12 (stereo unspecified)
→ -2% | 4 | 2% | 9% | -10% | -15% | 2% | 36%[activator] | -8%
COc1cc2c(cc1OC)CN(C(=O)CSc1nc(C)cc(C)c1C#N)CC2
→ -2% | -4 | 1% | 1% | -1% | -15% | -6% | -1% | -3%
CCn1c(=O)n(CC(=O)NCc2ccco2)c(=O)c2ccccc21
→ -3% | -7 | -3% | -3% | 4%[57.1 µM] | -4% | 0% | 15%[57.1 µM] | -30%
CC(=O)NC(=S)Nc1ccc(S(=O)(=O)N2CCOCC2)cc1
→ 0% | -7 | -1% | -6% | 6%[57.1 µM] | -15% | 0% | 3%[57.1 µM] | ?
c1ccc(CNc2nc3ccccc3[nH]2)cc1
→ 6% | -2 | -6% | -5% | 5% | -1% | -9% | 3% | 14%
COc1cc(C2C(=O)N(C3CCCCC3)CC(=O)N2C2CCCCC2)ccc1OC(C)C (stereo unspecified)
→ -4% | -9 | -6% | 1% | 6%[57.1 µM] | 7% | 10% | -1%[57.1 µM] | 2%
Cc1cc(C)c(C#N)c(SCc2ccc(F)cc2)n1
→ -4% | -1 | 0% | -6% | 10% | -12% | -6% | -6% | -11%
N/C(=N\OC(=O)Cc1ccc([N+](=O)[O-])cc1)c1ccc([N+](=O)[O-])cc1
→ -3% | -12 | 12% | -5% | 5% | -10% | -5% | -1% | 8%[56.9 µM]
Cn1c(=O)[nH]c(=O)c2c1nc(N1CCN(CCO)CC1)n2CCSc1nc2ccccc2s1
→ -2% | -3 | -7% | -3% | 5%[57.1 µM] | 11% | 0% | -4%[57.1 µM] | 15%
COc1cc(C=NNC(=O)Cn2nc(C)cc2C)ccc1OC(=O)C1CC1
→ 1% | -2 | -3% | 3% | 9% | -21% | -9% | 3% | -15%
O=C(COC(=O)c1ccccn1)Nc1cccc2ccccc12
→ -6% | 0 | -10% | 12% | -5% | -20% | -2% | -8% | 8%
O=C(Nc1c(C(=O)Nc2ccc(F)cc2)oc2ccccc12)c1ccccc1F
→ 0% | -1 | -10% | 2% | 9% | -31% | 0% | 4% | 10%
CCOC(=O)C1CCN(S(=O)(=O)c2cc(Br)cc3c2N(C(=O)CC)CC3)CC1
→ -2% | -16 | -1% | -4% | 20% | -20% | 1% | 11%[2.29 µM] | -9%
CCOC(=O)C1CSC(CC(=O)Nc2ccc(Cl)c(Cl)c2)C(=O)N1 (stereo unspecified)
→ -12% | -5 | -7% | 3% | 14% | -23% | 1% | 3% | 2%
O=c1oc2c3c4c(cc2c2c1CCC2)OCCN4CCC3
→ 0% | 8 | 0% | ? | ? | ? | -1% | 326%[activator] | -18%
Cc1nn(C)c(C(=O)NC2C3CC4CC(C3)CC2C4)c1Cl (stereo unspecified)
→ -3% | -5 | -16% | 1% | 7% | -8% | 0% | -5% | 12%
CC(Sc1nnc(Cc2cccs2)n1C1CCCCC1)C(=O)N1CCc2ccccc21 (stereo unspecified)
→ -7% | 1 | nt | 7% | 12% | ? | -3% | -4% | -12%

Some of these compounds in order of formula weight, descending.
The line under a structure holds: Glioma ERSR ind | LDHA block | Vif-APOBEC3F blk | mIDH1 inhibitor | TrxR1 inh | USP1-UAF1 inh | Vif-A3G inh | TrxR1 substrate | RGS4 inh
CC(Sc1nnc(Cc2cccs2)n1C1CCCCC1)C(=O)N1CCc2ccccc21 (stereo unspecified)
→ -7% | 1 | nt | 7% | 12% | ? | -3% | -4% | -12%
Cc1cc(=O)oc2cc(OCC(=O)NCC3CCC(C(=O)O)CC3)ccc12 (stereo unspecified)
→ -2% | 4 | 2% | 9% | -10% | -15% | 2% | 36%[activator] | -8%
COc1cc(C=NNC(=O)Cn2nc(C)cc2C)ccc1OC(=O)C1CC1
→ 1% | -2 | -3% | 3% | 9% | -21% | -9% | 3% | -15%
Cc1nn(C)c(C(=O)NC2C3CC4CC(C3)CC2C4)c1Cl (stereo unspecified)
→ -3% | -5 | -16% | 1% | 7% | -8% | 0% | -5% | 12%
